CCR6 antagonist – CCR6 receptor antagonists, primary screen, cell-based, CHO-K1, luminescence, beta-arrestin, uHTS; CHO-K1 CCR6 PathHunter beta-arrestin, CCL20-stimulated; inhibition, % at 20 µM; 340,000 compounds, 0.49% hits; AID 493098, 2011;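 active = compounds whose inhibition of the agonist-driven luminescence signal at 20 µM reaches about 50%, limit read from the data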;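 note: cells stimulated with CCL20 at 14 nM final; plate controls were DMSO with CCL20 for no effect and DMSO without agonist for full effect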
Target sequence (P51684 whole entry, looked up): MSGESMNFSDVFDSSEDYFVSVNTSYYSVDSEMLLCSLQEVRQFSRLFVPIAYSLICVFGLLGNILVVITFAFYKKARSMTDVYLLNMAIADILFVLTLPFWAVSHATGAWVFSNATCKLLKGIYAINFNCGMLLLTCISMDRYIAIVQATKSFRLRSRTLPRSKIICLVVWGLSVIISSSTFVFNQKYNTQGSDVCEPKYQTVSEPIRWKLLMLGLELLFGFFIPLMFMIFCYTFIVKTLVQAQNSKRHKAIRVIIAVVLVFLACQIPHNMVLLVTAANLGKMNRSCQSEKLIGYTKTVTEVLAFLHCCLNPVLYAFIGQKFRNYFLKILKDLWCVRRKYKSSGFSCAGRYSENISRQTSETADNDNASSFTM
EBI2 block – EBI2 receptor antagonists, beta-arrestin recruitment, primary screen, cell-based, luminescence, 7a,25-OHC stimulation, uHTS | G-protein coupled receptor 183 (Homo sapiens), P32249 | 7a,25-OHC stimulated | AID 651636, 2012 | inhibition, % at 5 µM | 360,000 compounds, 0.81% hits; in the data active = inhibition above about 38%;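 note: enzyme fragment complementation signal reports receptor beta-arrestin coupling in cells; 0% = agonist plus DMSO wells and 100% = wells without agonist; some results beyond the cut were filed as inactive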
Target sequence (P32249 whole entry, looked up, the tested form may be a part): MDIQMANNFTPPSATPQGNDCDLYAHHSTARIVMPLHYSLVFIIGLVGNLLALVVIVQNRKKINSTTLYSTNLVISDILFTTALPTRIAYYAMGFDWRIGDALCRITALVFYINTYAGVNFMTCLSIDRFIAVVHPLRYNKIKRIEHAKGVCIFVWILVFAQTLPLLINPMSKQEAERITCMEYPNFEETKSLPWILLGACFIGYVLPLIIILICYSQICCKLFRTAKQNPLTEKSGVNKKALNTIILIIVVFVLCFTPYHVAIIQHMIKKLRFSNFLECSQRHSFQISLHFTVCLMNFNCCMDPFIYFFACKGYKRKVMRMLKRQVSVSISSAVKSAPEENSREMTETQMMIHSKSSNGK
CHOP UPR activ – activators of apoptotic CHOP UPR arm, primary screen, cell-based, CHO-CHOP luciferase reporter, luminescence, uHTS. UPR activation; percent of tunicamycin response over DMSO baseline. activation, % at 10 µM. 330,000 compounds, 0.34% hits. AID 449763, 2010;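 active = at 10 µM dose, activation of 40% or more, normalized to positive control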;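 note: 100% = tunicamycin at 10 µg/mL and 0% = DMSO alone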
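Test system: CHO-CHOP cells, stable luciferase reporter of PERK-eIF2a-CHOP signalling | Quantity: 500 CHO-CHOP cells per well | Buffer or medium: F12 plus 10% serum | Compound dosing: 10 µM single point, 0.5% DMSO | Schedule: 6 h compound treatment, 37 °C | Signal: Luciferase luminescence | Control set: Tunicamycin high control, DMSO low control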
APJ antag – antagonists of human apelin receptor APJ, primary screen, CHO-K1 cells, beta-arrestin complementation, luminescence | P35414 | inhibition, % at 20 µM | 330,000 compounds, 0.32% hits;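 active = inhibition above about 40% at 20 µM, limit read from the data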;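 note: cells challenged with 10 nM apelin-13 agonist together with compound; plate controls were apelin-13 plus DMSO wells for no effect and DMSO wells lacking apelin-13 for full effect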
UPR XBP1 act – activators of adaptive XBP1 UPR arm, primary screen, cell-based, CHO-XBP1 luciferase reporter, luminescence, uHTS | IRE1-XBP1 UPR activation; percent of tunicamycin response, DMSO as zero | activation, % at 20 µM | 330,000 compounds, 0.33% hits;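 active = versus positive control, 20 µM dose yields 30% or more activation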;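 note: 100% = tunicamycin at 10 µg/mL and 0% = DMSO only wells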
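Signal: luciferase luminescence; Assay system: CHO-XBP1 luciferase reporter cells; Amount: one thousand reporter cells per well; Dosing: 20 µM single concentration, DMSO 1%; Benchmarks: high control tunicamycin 10 µg/mL final, low control DMSO vehicle only; Schedule: 6 h compound exposure at 37 °C, 5% CO2; Evaluation: percent activation relative to tunicamycin reference.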
Mdm2-MdmX inh – inhibitors of human Mdm2-MdmX association, primary screen, cell-based, luminescence, split luciferase, SaOS-2, uHTS. Protein Mdm4 (Homo sapiens) + E3 ubiquitin-protein ligase Mdm2 (Homo sapiens), …. SaOS-2 split-luciferase Mdm2/MdmX complementation. inhibition, % at 8 µM. 330,000 compounds, 3% hits;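 active = inhibition of at least 50% at 8 µM in the primary screen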
CXCR6 inh – CXCR6 receptor inhibitors, primary screen, cell-based, beta-arrestin, luminescence, CHO-K1 PathHunter, 1536-well; inhibition, % at 20 µM; 360,000 compounds, 0.36% hits; AID 602244, 2012; in the data active = inhibition above about 34%, passing the limit was not always enough;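 note: antagonist mode with CXCL16 agonist at 10 nM final; 0% = 10 nM CXCL16 with DMSO and 100% = unstimulated wells without agonist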
Target sequence (O00574 whole entry, looked up): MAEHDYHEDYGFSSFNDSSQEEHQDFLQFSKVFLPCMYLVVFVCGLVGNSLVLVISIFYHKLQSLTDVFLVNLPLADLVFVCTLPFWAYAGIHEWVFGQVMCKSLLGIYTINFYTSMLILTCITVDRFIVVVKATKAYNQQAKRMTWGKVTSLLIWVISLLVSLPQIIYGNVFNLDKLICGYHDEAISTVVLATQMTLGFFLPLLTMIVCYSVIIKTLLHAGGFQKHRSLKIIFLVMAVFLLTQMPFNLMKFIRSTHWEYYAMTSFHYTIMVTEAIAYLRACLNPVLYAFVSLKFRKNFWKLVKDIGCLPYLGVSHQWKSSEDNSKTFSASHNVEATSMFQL
APJ ag – agonists of human apelin receptor APJ, primary screen, CHO-K1 cells, PathHunter beta-arrestin, luminescence; 0% DMSO wells, 100% apelin; P35414; activation, % at 20 µM; 330,000 compounds, 0.11% hits;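 active = activation more than six SD over the plate average, tested at 20 µM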;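 note: 0% = DMSO alone and 100% = apelin-13 at 10 nM; some results filed as inactive read as strong as hits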
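Test system – PathHunter CHO-K1 APJ (AGTRL-1) beta-arrestin reporter cells · Input – 1000 cells/well · Compound – single test compound dose, 20 µM final, 1% DMSO · Times – compound stimulation 90 min at 25 °C, detection 60 min · Technique – beta-gal luminescence · Read-out basis – APJ–arrestin association signal · Control set – negative DMSO alone, positive Apelin-13 at 10 nM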
tim23-1 inh – growth inhibitors of tim23-1 mutant yeast, primary screen, luminescence, uHTS | S. cerevisiae tim23-1 growth, BacTiter-Glo luminescence, 24 h | inhibition, % at 20 µM | 330,000 compounds, 1.3% hits | AID 463212, 2010;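 active = growth inhibition of the mutant yeast at or above 50%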;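 note: temperature-sensitive mutant grown at 25 °C; plate controls were DMSO-treated mutant yeast for no effect and medium wells lacking yeast for full effect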
The depositor's hits bear a star; . = no result given.

item	SMILES	CCR6 antagonist	EBI2 block	CHOP UPR activ	APJ antag	UPR XBP1 act
1	FC(F)(F)c1cnc(Oc2ccccc2-c2nnc(-c3ccc(Cl)cc3)o2)c(Cl)c1	-13	23	-1.7	17	-1
2	O=C(O)c1cccc(-c2nnn(Cc3ccccc3Cl)n2)c1	-2	-2	-6.8	5	-6
3	S=C(c1ccc(N2CCOCC2)cc1)N1CCOCC1	-2	-6	-0.8	-17	0
4	O=c1c2cccnc2[nH]c(=S)n1CCC1=CCCCC1	5	-2	14	-4	9
5	Cc1ccc(C(=O)O/N=C(/c2nonc2N)N(C)C)cc1	8	-4	2.8	-32	-3
6	COc1cccc(NC(=O)C(Sc2nnc3ccccn23)c2ccccc2)c1 (configuration not stated)	8	1	0.9	-6	-2
7	O=S(=O)(c1ccc(F)cc1)N1CCN(Cc2ccccn2)CC1	-1	3	0.8	-12	0
8	Cn1cnnc1Sc1ccc(/C=C(\CCC(=O)O)c2nc3ccccc3s2)cc1[N+](=O)[O-]	1	-6	0.4	-15	-1
9	COC(=O)Cc1cc(=O)n(-c2nc3ccccc3s2)[nH]1	2	4	-3.5	8	0
10	Cc1cc(-c2ccccc2)n2nc(C)c(C#N)c2n1	6	-6	-0.3	-6	2
11	CC1(C)Cc2nc3sc(C(=O)O)c(N)c3cc2CS1	.	.	-0.4	-1	0
12	CCCCN(C(=O)c1cc(-c2ccco2)nc2ccccc12)c1c(N)n(CCCC)c(=O)[nH]c1=O	.	5	1.9	-10	0
13	COc1ccc(-c2c3c(=O)n(C)c(=O)n(C)c3cn2N2CCOCC2)cc1	-8	-6	-1.9	-23	2
14	COc1cc(NC(=O)C2CCCN2C(=O)OCc2ccccc2)cc(OC)c1 (configuration not stated)	11	12	-2.0	12	-3
15	COc1cccc(N2C(N)=NC(N)=NC2(C)C)c1	-7	-14	0.4	12	-1

item	Mdm2-MdmX inh	CXCR6 inh	APJ ag	tim23-1 inh
1	10	-9	0	6
2	-40	7	-5	5
3	9	3	-5	13
4	63*	1	-3	-10
5	-28	-5	3	31
6	16	10	-2	4
7	10	-5	-2	2
8	13	-3	-1	-8
9	18	5	-1	8
10	-5	2	-1	5
11	8	.	-2	10
12	-32	10	-2	5
13	17	0	2	-15
14	13	-3	-2	23
15	-16	-4	7	5

(further entries)
item	SMILES	CCR6 antagonist	EBI2 block	CHOP UPR activ	APJ antag	UPR XBP1 act
16	CCN1C(=O)/C(=C\c2cccn2-c2ccc([N+](=O)[O-])cc2)N(CC)C1=S	9	10	-1.1	-1	10
17	O=C(CSc1nnc(-c2cccs2)n1-c1ccccc1)N1CCCC1	5	-10	-1.4	-12	1
18	CC(=O)Nc1ccccc1OCC(=O)N(Cc1ccccc1)C(C)C	17	1	1.0	9	0
19	CCOc1ccc(-n2c(-c3ccco3)n[nH]c2=S)cc1	5	-16	-0.4	-10	-4
20	CCC(C)[C@H]1CNC(=S)N1CCc1cc(C(F)(F)F)cc(C(F)(F)F)c1 (some centres not stated)	13	0	-1.9	6	4
21	CC(=O)N1CCOc2ccc(S(=O)(=O)N3CCN(c4cccc(C(F)(F)F)c4)CC3)cc21	10	8	-2.0	-4	-1
22	O=C1NC(=O)C(CC(=O)N(Cc2ccco2)C2(C(=O)NC3CCCC3)CCCCC2)N1 (configuration not stated)	-6	-4	5.3	9	0
23	COC(=O)C1=C(C)N(C(C)c2ccccc2)C(=O)C1 (configuration not stated)	7	-9	1.4	0	-3
24	O=C(Nc1nnc(CCN2CCCCC2)s1)C1CCCCC1	23	8	-1.2	16	0
25	C[C@@]12C(=O)N(c3ccc(F)cc3)C(=O)N1[C@@H]1c3ccccc3OC[C@@H]1[C@H]2c1ccccc1	17	22	-0.1	-50	-1
26	CN(C(=O)CSc1nnc(-c2ccco2)n1C)C1CCCCC1	0	-4	0.1	10	3
27	Cc1ccc(NS(=O)(=O)c2ccc3c(c2)CC(=O)N3)c(C)c1	-2	-2	1.3	14	-1
28	CCOc1ccc(S(=O)(=O)N2CCN=C2c2ccccc2)c(C)c1C	0	-10	0.6	13	-2
29	CCCCC(NC(=O)Cc1c(C)c2cc3c(-c4ccccc4)coc3c(C)c2oc1=O)C(=O)O (configuration not stated)	10	6	0.7	9	-7
30	COc1ccc2cc1Oc1ccc(cc1)C[C@H]1c3cc(c(OC)cc3CCN1C)Oc1c(OC)c(OC)cc3c1[C@H](C2)N(C)CC3	28	7	9.6	14	-2

item	Mdm2-MdmX inh	CXCR6 inh	APJ ag	tim23-1 inh
16	-3	0	-1	6
17	-15	7	-3	25
18	0	-10	-1	9
19	6	15	-1	9
20	10	12	0	39
21	2	-5	-4	36
22	-7	2	-3	7
23	1	-1	0	23
24	7	8	-2	-10
25	-9	-1	1	34
26	6	0	-7	9
27	19	-13	-2	-1
28	7	-4	7	30
29	-18	1	1	19
30	100*	-3	3	12

Entries listed so far with a carbonyl joined to an NH by a bond outside any ring:
item	SMILES	CCR6 antagonist	EBI2 block	CHOP UPR activ	APJ antag	UPR XBP1 act
6	COc1cccc(NC(=O)C(Sc2nnc3ccccn23)c2ccccc2)c1 (configuration not stated)	8	1	0.9	-6	-2
14	COc1cc(NC(=O)C2CCCN2C(=O)OCc2ccccc2)cc(OC)c1 (configuration not stated)	11	12	-2.0	12	-3
18	CC(=O)Nc1ccccc1OCC(=O)N(Cc1ccccc1)C(C)C	17	1	1.0	9	0
22	O=C1NC(=O)C(CC(=O)N(Cc2ccco2)C2(C(=O)NC3CCCC3)CCCCC2)N1 (configuration not stated)	-6	-4	5.3	9	0
24	O=C(Nc1nnc(CCN2CCCCC2)s1)C1CCCCC1	23	8	-1.2	16	0
29	CCCCC(NC(=O)Cc1c(C)c2cc3c(-c4ccccc4)coc3c(C)c2oc1=O)C(=O)O (configuration not stated)	10	6	0.7	9	-7

item	Mdm2-MdmX inh	CXCR6 inh	APJ ag	tim23-1 inh
6	16	10	-2	4
14	13	-3	-2	23
18	0	-10	-1	9
22	-7	2	-3	7
24	7	8	-2	-10
29	-18	1	1	19

The listing continues.
item	SMILES	CCR6 antagonist	EBI2 block	CHOP UPR activ	APJ antag	UPR XBP1 act
31	CCC1=C/C(=C/c2sc3ccccc3[n+]2CC)CC(C)(C)C1	19	.	-0.7	6	-5
32	Cc1cccc(C(=O)Nc2cc(S(=O)(=O)N3CCOCC3)ccc2N2CCCC2)c1	2	0	0.5	7	5
33	O=C(O)c1cccc(COc2ccc(CO)cc2Cl)c1	-6	2	-11	10	-10
34	Cc1ccc(C2C3=C(CC(C)(C)CC3=O)N(CCN3CCOCC3)C3=C2C(=O)CC(C)(C)C3)cc1	7	2	-1.8	7	-1
35	CN(C)S(=O)(=O)c1ccc2[nH]cc(/C=C/c3nc4ccccc4c(=O)n3-c3ccccc3)c2c1	4	2	4.9	11	7
36	CN(C)CCN1C(=O)C(=O)/C(=C(/O)c2ccc(S(=O)(=O)N3CCOCC3)cc2)C1c1ccc(F)cc1 (configuration not stated)	-1	-1	-0.5	-14	-3
37	CN1CCN(CC#CCC(O)(c2ccccc2)c2ccccc2)CC1	2	1	0.6	13	-2
38	CCc1[nH]nc(C(=O)N/N=C/c2ccncc2)c1C	-8	-9	0.7	-39	-2
39	CCc1ccc2c(c1)C(c1ccc([N+](=O)[O-])cc1)=NNC(c1ccc(F)cc1)=N2	28	11	5.2	6	4
40	CCC(=O)NNC(=O)CCC(=O)Nc1cccc(Cl)c1C	2	3	-1.1	2	2
41	Cc1ccccc1NS(=O)(=O)c1ccc(C(=O)N2CCN(c3ccccn3)CC2)cc1	1	6	-1.6	9	-3
42	O=C(Nc1c2ccccc2nc2ccccc12)C(Cl)(Cl)Cl	10	11	-5.1	-26	-8
43	CN1C(=O)C(/C(N)=N/NC(=O)c2ccccc2)C2CC1(C)Oc1ccccc12 (configuration not stated)	11	9	-0.2	8	3
44	CC(OCCN(C)C)C(=O)C12CC3CC(CC(C3)C1)C2 (configuration not stated)	4	-9	0.2	-32	-2
45	C/C=C/c1ccc(OCCCCN(C)Cc2ccccc2)c(OC)c1	1	0	1.5	51*	-3

item	Mdm2-MdmX inh	CXCR6 inh	APJ ag	tim23-1 inh
31	15	.	-3	38
32	27	8	-5	-3
33	90*	4	-7	-9
34	22	0	-2	0
35	23	4	2	-11
36	16	-6	5	-2
37	0	-1	2	6
38	-4	3	2	8
39	10	2	-2	-3
40	11	5	-2	2
41	30	-19	0	25
42	62*	-1	-1	-8
43	3	-6	-3	14
44	-2	1	-1	13
45	9	8	-5	21

(next part)
item	SMILES	CCR6 antagonist	EBI2 block	CHOP UPR activ	APJ antag	UPR XBP1 act
46	Cc1ccc(C(=O)CSc2nc(N)cc(=O)[nH]2)cc1C	0	-3	.	2	-2
47	C[C@@H](Oc1ccccc1)c1nnn(Cc2ccccc2)c1-c1c([C@@H](C)Oc2ccccc2)nnn1Cc1ccccc1	15	.	9.7	13	-5
48	CC(C)NC(=O)c1c(O)c2ccccc2[nH]c1=O	1	3	5.1	-32	2
49	CCOC(=O)C1CCCN(C(=O)COC(=O)c2ccc(C#N)cc2)C1 (configuration not stated)	-3	0	0.1	12	1
50	COc1ccc(S(=O)(=O)/C(C#N)=C/Nc2cccc(F)c2)cc1	14	-3	0.3	7	-5
51	Cc1ccc(-c2cn(S(=O)(=O)c3cccc([N+](=O)[O-])c3)nc2N)cc1	4	7	-0.5	-59	-2
52	O=CNn1cnc2c(oc3nc(-c4ccccc4)cc(-c4ccco4)c32)c1=O	-1	9	1.5	14	7
53	CCOc1ccc(CCNC(=O)CCS(=O)(=O)c2ccc(Br)cc2)cc1OCC	3	2	0.0	9	-1
54	O=C(Nc1ccc(Cl)cc1)Nc1ccc2c(c1)OCO2	-4	-5	6.8	-9	2
55	[O-]/[N+](=C\c1ccc(F)cc1)c1ccccc1	1	-1	3.3	9	1

item	Mdm2-MdmX inh	CXCR6 inh	APJ ag	tim23-1 inh
46	8	-3	-3	14
47	20	.	-5	30
48	84*	5	-1	26
49	-3	6	-3	3
50	-9	0	-1	12
51	29	-2	-3	2
52	19	3	-5	-5
53	4	4	-3	1
54	-72	6	5	-6
55	14	6	-8	-2

This is a subset, so the mix of outcomes need not match the whole.
